Screening data (PubChem)
tim10-1 inh – growth inhibitors of tim10-1 mutant yeast, primary screen, luminescence, uHTS. S. cerevisiae tim10-1 ts strain growth, BacTiter-Glo, 24 h. AID 463190, 2010. inhibition, % at 20 µM. hit rate 2.2% among 330,000;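 active = inhibition of at least 40%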;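 also: mutant grown at 25 °C; 0% = DMSO wells with yeast and 100% = wells holding no yeast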
UPR CHOP act – activators of apoptotic CHOP UPR arm, primary screen, cell-based, CHO-CHOP luciferase reporter, luminescence, uHTS; UPR activation; percent of tunicamycin response over DMSO baseline; activation, % at 10 µM; hit rate 0.34% among 330,000;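 active = at 10 µM dose, activation of 40% or more, normalized to positive control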;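 also: 100% = tunicamycin at 10 µg/mL and 0% = DMSO alone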
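Evaluation: % reporter activation, DMSO baseline versus tunicamycin full activation; System: CHO-CHOP luciferase reporter cell line; Input: 500 cells/well; Incubation: 6 h compound treatment, 37 °C; Measured by: Steady-Glo luciferase luminescence; Dosing: one dose, 10 µM in 0.5% DMSO; Buffer or medium: F12 medium, 10% FBS; Benchmarks: positive tunicamycin 10 µg/mL, negative DMSO alone.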
Mdm2 MdmX PPI – inhibitors of human Mdm2-MdmX association, primary screen, cell-based, luminescence, split luciferase, SaOS-2, uHTS; AID 485346, 2010; SaOS-2 split-luciferase Mdm2/MdmX complementation; inhibition, % at 8 µM; Protein Mdm4 (Homo sapiens) + E3 ubiquitin-protein ligase Mdm2 (Homo sapiens), …; hit rate 3% among 330,000;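 active = inhibition of at least 50% at 8 µM in the primary screen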
XBP1 UPR activ – activators of adaptive XBP1 UPR arm, primary screen, cell-based, CHO-XBP1 luciferase reporter, luminescence, uHTS; activation, % at 20 µM; hit rate 0.33% among 330,000; IRE1-XBP1 UPR activation; percent of tunicamycin response, DMSO as zero;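 active = versus positive control, 20 µM dose yields 30% or more activation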;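 also: 100% = tunicamycin at 10 µg/mL and 0% = DMSO only wells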
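Material: IRE1-XBP1 luciferase reporter CHO line / Quantity: one thousand reporter cells per well / Buffer or medium: F12 with 10% serum / Compound: 20 µM single concentration, DMSO 1% / Times: 6 h treatment, 37 °C / Detection: Steady-Glo luciferase glow luminescence, 10 min after reagent addition / Benchmarks: tunicamycin high, DMSO low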
NALP3 yeast inh – NALP3 inflammasome inhibitors in reconstituted yeast, primary screen, luminescence, uHTS; Yeast reconstituted NLRP3/ASC/caspase-1, beta-gal luminescence, 24 h; inhibition, % at 10 µM; hit rate 0.39% among 330,000; AID 2825, 2010;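 active = inhibition of 50% or more; inactive = inhibition below 50%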;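 also: plate controls were induced DMSO wells for no effect and uninduced yeast grown without galactose for full effect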
GRIN3A LBD mod – binders of NR3A ligand-binding domain, primary screen, biophysical, differential scanning fluorimetry, uHTS; Glutamate receptor ionotropic, NMDA 3A (GRIN3A) ligand-binding domain; NR3A LBD differential scanning fluorimetry, Tm shift; 0% = protein alone, 100% = glycine-bound protein; Tm shift relative to glycine control, % at 25 µM; hit rate 2.5% among 340,000;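 active = melting temperature shift of at least 10% of the positive control shift, at one fixed dose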
tim23-1 inh – growth inhibitors of tim23-1 mutant yeast, primary screen, luminescence, uHTS; S. cerevisiae tim23-1 growth, BacTiter-Glo luminescence, 24 h; hit rate 1.3% among 330,000; AID 463212, 2010; inhibition, % at 20 µM;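 active = growth inhibition of the mutant yeast at or above 50%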;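 also: temperature-sensitive mutant grown at 25 °C; plate controls were DMSO-treated mutant yeast for no effect and medium wells lacking yeast for full effect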
APJ ag – agonists of human apelin receptor APJ, primary screen, CHO-K1 cells, PathHunter beta-arrestin, luminescence. P35414. 0% DMSO wells, 100% apelin. activation, % at 20 µM. hit rate 0.11% among 330,000. AID 2520, 2010;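 active = activation more than six SD over the plate average, tested at 20 µM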;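 also: 0% = DMSO alone and 100% = apelin-13 at 10 nM; some results filed as inactive read as strong as hits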
Target sequence (P35414 whole entry, looked up): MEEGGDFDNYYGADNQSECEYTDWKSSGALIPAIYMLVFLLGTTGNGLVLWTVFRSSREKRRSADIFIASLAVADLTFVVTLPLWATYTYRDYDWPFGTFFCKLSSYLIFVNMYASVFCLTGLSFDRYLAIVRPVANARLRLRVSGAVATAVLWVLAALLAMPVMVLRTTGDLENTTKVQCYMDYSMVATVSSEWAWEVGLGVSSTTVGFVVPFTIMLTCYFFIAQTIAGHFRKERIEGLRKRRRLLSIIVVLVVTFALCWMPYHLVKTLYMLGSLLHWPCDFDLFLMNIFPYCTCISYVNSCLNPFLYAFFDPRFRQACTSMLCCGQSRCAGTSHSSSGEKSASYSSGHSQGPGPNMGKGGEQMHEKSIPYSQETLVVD
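Incubation: overnight seeding, 90 min compound at 25 °C, 1 h detection; test system: PathHunter CHO-K1 APJ (AGTRL-1) beta-arrestin reporter cells; amount: 1000 cells/well; doses: one dose, 20 µM compound, 1% DMSO; measured by: beta-gal luminescence; measure: agonist-driven arrestin binding to APJ; benchmarks: negative DMSO alone, positive Apelin-13 at 10 nM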
TIM10 inh – growth inhibitors of isogenic TIM10 control yeast, primary screen, counter-screen for tim10-1 yeast inhibitor project, luminescence, uHTS; S. cerevisiae TIM10 strain growth, BacTiter-Glo luminescence, 24 h; hit rate 1.4% among 330,000; AID 463195, 2010; inhibition, % at 10 µM;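 active = inhibition of 40% or more at the single tested concentration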;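 also: wild-type TIM10 isogenic control strain grown at permissive 25 °C; 0% = DMSO yeast wells and 100% = minimal medium wells without yeast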
Starred values were filed as active, the others as inactive; x = no result given.

Fields – tim10-1 inh, UPR CHOP act, Mdm2 MdmX PPI, XBP1 UPR activ, NALP3 yeast inh, GRIN3A LBD mod, tim23-1 inh, APJ ag, TIM10 inh
[1] Cc1cc(C)c2c(N)c(C(=O)NNC(=O)c3ccccc3)sc2n1
    12.0, 0.6, -28.6, -0.2, 21.4, -0.3, 9.7, -2.7, 8.9
[2] CN(c1ccccc1C(=O)Nc1ccc(S(=O)(=O)N2CCOCC2)cc1)S(=O)(=O)c1ccccc1
    21.9, -1.3, -10.6, -3.6, 2.9, 1.0, 25.8, -2.2, 6.8
[3] Cc1ccc(CNS(=O)(=O)c2ccc3c(c2)C(C)(C)C(=O)N3C)cc1
    -4.0, -0.4, 0.3, 0.4, -5.6, -0.2, 10.5, -5.0, 8.2
[4] COc1ccc(C(=O)/C=C/c2ccc(N(C)C)cc2)c(OC)c1
    -55.2, 5.1, 36.9, -0.2, 10.2, 0.5, -9.8, -3.5, -2.1
[5] O=C(Nc1ccc2c(c1)CCCN2C(=O)c1cccs1)c1c(F)cccc1F
    24.5, -1.0, 35.0, -0.5, -6.1, -0.7, 10.8, -5.9, 12.9
[6] Cc1cc([N+](=O)[O-])ccc1NC(=O)CSc1nccc(=O)[nH]1
    5.8, 1.7, 10.7, -2.7, 12.7, -1.8, 4.2, -3.1, 2.9
[7] COc1cccc(-n2nnnc2SCC(=O)Nc2ccc(OC)cc2OC)c1
    8.4, -1.0, -17.2, -2.2, 17.4, -1.4, -6.9, -1.2, -1.7
[8] Cc1ccc(C(=O)N/N=C\c2cccn2C)cn1
    1.0, 0.7, -10.0, 1.4, 11.2, -5.6, 3.6, 0.9, 6.3
[9] CC1CCc2[nH]c3ccc(C(=O)N(C)CC(=O)Nc4ccccc4Cl)cc3c2C1 (centres undefined)
    25.2, 1.4, 11.5, -3.0, 14.8, -6.9, 32.2, 8.8, 12.4
[10] NS(=O)(=O)c1ccc(CNC(=O)/C=C/c2c(Cl)cccc2Cl)cc1
    -25.6, 2.3, 20.9, 3.7, 1.5, x, 15.7, -5.7, -7.1
[11] CCN1CCN(c2c(Cl)cccc2NC(=O)c2cccs2)CC1
    -6.4, 0.5, 6.5, 2.0, 7.9, -0.6, 1.9, -8.2, 5.1
[12] COc1ccc(NC(=O)CSc2nc(N)c3cc4c(nc3n2)CCCC4)c(OC)c1
    13.1, -1.7, 0.7, 6.4, 13.0, -2.5, 5.5, -3.9, -3.8
[13] O=C1C2C3C=CC(C3)C2C(=O)N1Cc1cccnc1 (centres undefined)
    6.5, -1.4, 20.1, -3.2, 15.6, -1.0, 9.1, -4.2, 8.1
[14] CCCC(=O)Nc1cnc(NC(=O)c2cccc(F)c2)cc1C
    18.4, -1.4, -102.8, -4.8, 14.2, 3.5, 11.9, 0.3, 15.8
[15] COC(=O)c1ccccc1NC(=O)C1CC(=O)N(c2ccc(OC)cc2)C1 (centres undefined)
    3.6, -0.4, 15.5, -0.6, 5.4, -2.0, 13.3, -3.1, 1.0
[16] CCOC(=O)C1CCN(c2ncnc3cc(OC)c(OC)cc23)CC1
    5.3, -1.1, 32.5, 1.5, 13.2, 1.3, 5.8, 3.5, 17.2
[17] Cc1c(C(=O)N2CCN(c3ncccn3)CC2)oc2ccc(Cl)cc12
    16.5, -0.1, 8.1, -3.2, 29.4, -2.9, 49.4, -3.2, 19.2
[18] CS(=O)(=O)Oc1ccccc1/C=C1/N=C(c2ccc(F)cc2)OC1=O
    2.0, 1.1, -5.3, -4.1, -15.0, 0.5, 22.3, -1.9, -1.9
[19] N#C/C=C1\Sc2ccccc2C(=O)N1CC(=O)N1CCN(S(=O)(=O)c2ccccc2)CC1
    -1.3, 2.4, -4.5, 1.4, 9.7, 2.0, -0.1, -3.2, 11.8
[20] CCC(C)NC(=O)c1cn(CC)c2ccc(S(=O)(=O)N3CCCCC3)cc2c1=O (centres undefined)
    -1.9, 0.1, 19.6, 0.1, 10.6, -3.0, -5.7, -3.7, 1.0
[21] O=C(Nc1cccnc1)c1cccc(S(=O)(=O)N2CCc3ccccc32)c1
    -0.8, -0.6, 7.2, -1.7, -0.6, 0.8, 28.9, -2.7, 14.2
[22] O=C(c1cnn(-c2ccccc2)c1)c1ccc2ccccc2c1O
    13.1, 2.3, -137.6, -0.6, 9.7, 0.8, 7.8, -1.8, 9.6
[23] O=C1C2C(c3ccccc3)(C(=O)N1c1ccc(Cl)cc1)C2(c1ccccc1)c1ccccc1 (centres undefined)
    16.0, 1.4, 31.4, -0.1, 3.6, -2.7, 29.3, -1.4, 24.2
[24] COC(=O)C(C)Sc1nc2c(c(=O)[nH]c(=O)n2C)n1CCCc1ccccc1 (centres undefined)
    17.2, -0.4, -9.9, 1.7, 4.3, -1.0, 3.9, -2.6, 9.8
[25] Cc1onc(-c2ccccc2)c1C(=O)Oc1cccnc1
    24.3, -1.6, 18.4, -1.3, 10.4, 3.8, 16.3, 1.6, -7.3
[26] O=C(N/N=C/c1cccc(Br)c1)C1CC(=O)N(c2ccccc2)C1 (centres undefined)
    24.8, 2.7, 30.0, -6.9, -4.5, -2.3, 18.5, -0.3, 14.0
[27] O=C(O)CC1=C(c2ccc(F)cc2)CCC1=O
    2.1, 3.2, -1.0, -2.4, 7.2, -4.1, 5.9, -1.0, 6.6
[28] CCN(CC)CCOC(=O)c1ccc(NC(=O)CCCN2C(=O)/C(=C/c3cccs3)SC2=S)cc1
    37.5, 0.3, 59.3*, -2.8, 22.8, -3.5, 17.6, -2.2, 5.0
[29] COc1ccccc1N(CC1CO1)S(=O)(=O)c1ccc(C)cc1 (centres undefined)
    13.6, 2.8, 6.0, 1.7, -8.8, -2.2, 17.8, -1.3, 22.8
[30] CC(=O)C1=C(O)C(=O)N(c2ccc(O)cc2)C1c1ccccc1Cl (centres undefined)
    11.1, 3.8, -7.0, -6.5, 10.4, -2.4, 9.7, -3.7, -6.2
[31] O=C(CCc1nc2ccccc2c(=O)[nH]1)NC1CCN(Cc2ccccc2)CC1
    -0.7, 0.1, 29.5, -2.3, -11.8, -2.2, 9.7, -4.6, -0.7
[32] CC1Cc2ccccc2N1C(=O)CSc1nncn1C (centres undefined)
    -4.6, 0.4, -6.0, -0.6, 6.6, 0.3, 9.7, -2.2, -0.7
[33] COc1ccc(C)cc1NS(=O)(=O)c1cccc2nonc12
    32.0, 2.3, 7.9, -0.9, -14.1, 0.0, 18.2, -7.6, -5.9
[34] CCC1Oc2ccccc2N(CC(=O)NCCN2CCc3ccccc3C2)C1=O (centres undefined)
    -5.4, -1.1, -3.2, -3.1, -1.4, 0.2, 1.3, -1.5, -6.6
[35] Cn1c(=O)c2c(n(Cc3ccccc3)c1=O)NC(=O)C2CC(=O)O (centres undefined)
    7.6, -0.1, 12.8, -2.5, -7.6, -0.9, 3.8, -1.2, -3.8
[36] O=C(COC(=O)/C=C/c1ccc2c(c1)OCO2)NC1CCS(=O)(=O)C1 (centres undefined)
    1.0, -1.2, -5.4, -3.5, -12.7, -1.6, 7.2, -1.9, -26.6
[37] COc1cc2nc(SCC(N)=O)n(CCC3=CCCCC3)c(=O)c2cc1OC
    -2.9, 1.6, 79.6*, 4.2, 17.8, -9.7, 18.6, 1.0, -7.6
[38] Cc1ccc(F)cc1NC(=O)Nc1cc(C(C)(C)C)nn1C
    0.3, -0.7, 21.6, -2.3, 9.4, 0.0, 18.2, 0.9, -10.8
[39] COc1cc(OC)cc(-c2c(C#Cc3ccsc3)c3cc(Br)ccc3n2C)c1
    18.8, 2.0, -9.8, -5.7, 11.1, -3.8, 23.6, -0.2, 3.1
[40] COC(=O)c1[nH]nc(C(=O)OC(C)(C)C)c1-c1ccccc1
    31.7, 0.6, 17.4, -0.4, 17.5, -1.3, 19.7, 1.1, 1.7
[41] CC(=O)c1sc(NC(=O)CCS(=O)(=O)c2ccccc2)nc1C
    23.7, 4.3, 25.8, -3.5, 26.9, 2.3, 30.7, 3.6, 10.3
[42] COc1cccc(C(=O)/C=C/Nc2ccc(S(=O)(=O)Nc3ccc(C(C)=O)cc3)cc2)c1
    8.6, 1.6, 3.2, -0.8, 16.8, 24.4*, 8.1, -0.7, -0.6
[43] CC(=O)N(/N=C1\Sc2ccccc2C1=O)c1ccccc1C
    22.0, 5.7, -42.0, 10.2, 53.9*, -1.9, 36.8, -3.7, 2.2
[44] Cc1ccc(C(=O)OCC(=O)NCc2ccccc2)cc1S(=O)(=O)N1CCCCC1
    15.7, -1.4, 23.8, -4.2, 5.2, 0.2, 19.1, -3.1, 13.6

A draw from above in order of SMILES length, descending.
Fields – tim10-1 inh, UPR CHOP act, Mdm2 MdmX PPI, XBP1 UPR activ, NALP3 yeast inh, GRIN3A LBD mod, tim23-1 inh, APJ ag, TIM10 inh
[28] CCN(CC)CCOC(=O)c1ccc(NC(=O)CCCN2C(=O)/C(=C/c3cccs3)SC2=S)cc1
    37.5, 0.3, 59.3*, -2.8, 22.8, -3.5, 17.6, -2.2, 5.0
[9] CC1CCc2[nH]c3ccc(C(=O)N(C)CC(=O)Nc4ccccc4Cl)cc3c2C1 (centres undefined)
    25.2, 1.4, 11.5, -3.0, 14.8, -6.9, 32.2, 8.8, 12.4
[15] COC(=O)c1ccccc1NC(=O)C1CC(=O)N(c2ccc(OC)cc2)C1 (centres undefined)
    3.6, -0.4, 15.5, -0.6, 5.4, -2.0, 13.3, -3.1, 1.0

Quoted at random: two entries already listed.
Fields – tim10-1 inh, UPR CHOP act, Mdm2 MdmX PPI, XBP1 UPR activ, NALP3 yeast inh, GRIN3A LBD mod, tim23-1 inh, APJ ag, TIM10 inh
[40] COC(=O)c1[nH]nc(C(=O)OC(C)(C)C)c1-c1ccccc1
    31.7, 0.6, 17.4, -0.4, 17.5, -1.3, 19.7, 1.1, 1.7
[42] COc1cccc(C(=O)/C=C/Nc2ccc(S(=O)(=O)Nc3ccc(C(C)=O)cc3)cc2)c1
    8.6, 1.6, 3.2, -0.8, 16.8, 24.4*, 8.1, -0.7, -0.6
